# Screening data from PubChem BioAssay.
# Rtt109 Vps75 – blocks Candida albicans Rtt109/Vps75 acetyltransferase activity. inhibition, % at 34.9 µM. 330,000 compounds, 0.16% hits. AID 540336. Q5AAJ8. purified Rtt109/Vps75, ThioGlo CoA-SH fluorescence, 4 h;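 active means inhibition of at least 50% in every replicate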
# CDK5 inh – blocks human CDK5/p35 kinase activity; Q00535+Q15078; Recombinant CDK5/p35, ADP-Glo luminescence, 60 min; inhibition, % at 10 µM; 330,000 compounds, 0.01% hits; AID 488839;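 active means highest replicate inhibition of at least 50% and at least 75% of replicates reaching 50%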;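 further: plate controls were DMSO neutral control for no effect and GW8510 at 10 µM for full effect; many of its hits are not listed in these tables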
# PfHsp90 yeast 2 – reduces growth (ATP signal) of yeast expressing P. falciparum Hsp90 | S. cerevisiae expressing PfHsp90, BacTiter-Glo ATP, 48 h; yeast lacking PDR1 and PDR3 efflux regulators | inhibition, % at 9.4 µM | AID 504621 | 310,000 compounds, 0.32% hits;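 active means every replicate shows inhibition above about 80%, whatever the replicate mean, limit read from the data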;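 further: 0% = DMSO neutral controls and 100% = 20 µM radicicol positive controls; yeast relying on Plasmodium falciparum Hsp90 in place of its own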
# Keap1 Nrf2 FP – disrupts human Keap1 binding to Nrf2 peptide. Q14145. Keap1 Kelch-Nrf2 peptide fluorescence polarization, 1536-well. inhibition, % at 9.4 µM. 340,000 compounds, 0.15% hits. AID 504523; in the data active means inhibition above about 12%;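 further: human Keap1 Kelch domain with fluorescein labeled Nrf2 9mer peptide probe; 0% = neutral control wells and 100% = peptide positive control; higher means more block of Keap1 binding to Nrf2 peptide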
# Target sequence (Q14145 whole entry, looked up, the tested form may be a part): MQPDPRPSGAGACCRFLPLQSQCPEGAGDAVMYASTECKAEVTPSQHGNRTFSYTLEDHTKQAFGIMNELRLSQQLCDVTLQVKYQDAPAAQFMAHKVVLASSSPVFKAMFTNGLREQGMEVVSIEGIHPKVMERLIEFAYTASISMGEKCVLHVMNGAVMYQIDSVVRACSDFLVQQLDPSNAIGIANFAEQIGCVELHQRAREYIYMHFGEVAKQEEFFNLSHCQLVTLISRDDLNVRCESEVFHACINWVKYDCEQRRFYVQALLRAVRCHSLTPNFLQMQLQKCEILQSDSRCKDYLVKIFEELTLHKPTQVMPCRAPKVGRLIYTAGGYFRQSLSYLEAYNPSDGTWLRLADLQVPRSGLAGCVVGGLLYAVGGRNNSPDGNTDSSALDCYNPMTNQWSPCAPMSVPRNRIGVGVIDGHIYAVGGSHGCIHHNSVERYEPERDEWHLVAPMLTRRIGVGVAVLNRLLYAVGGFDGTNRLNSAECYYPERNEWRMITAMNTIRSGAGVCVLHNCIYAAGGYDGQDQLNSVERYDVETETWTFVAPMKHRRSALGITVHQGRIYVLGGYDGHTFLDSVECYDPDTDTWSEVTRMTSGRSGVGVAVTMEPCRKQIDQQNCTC
# RTF Ca sens act – cardiac RTF calcium sensitization. P19429+P45379. IANBD-labeled TnC RTF fluorescence at EC20 calcium; 0% EC20 calcium, 100% full calcium. activation, % at 7.2 µM. 340,000 compounds, 0.24% hits. AID 493008;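 active means activation above the mean over all tested compounds plus 3 SD, cut at about 30% in these data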;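 further: rise in fluorescence read as greater calcium sensitivity of cardiac thin filaments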
# dFosB act – activators of mouse delta FosB homodimer; purified delta FosB, TAMRA-CDK5 oligo fluorescence polarization; percent of positive-control signal above neutral wells; activation, % at 25 µM; 340,000 compounds, 0.99% hits;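 active means mean activation above about 17%, with every replicate also reaching it, limit read from the data, passing the limit was not always enough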;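 further: fluorescence polarization rise as delta FosB binds a TAMRA Cdk5 AP-1 oligo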
# Target sequence (P13346 whole entry, looked up): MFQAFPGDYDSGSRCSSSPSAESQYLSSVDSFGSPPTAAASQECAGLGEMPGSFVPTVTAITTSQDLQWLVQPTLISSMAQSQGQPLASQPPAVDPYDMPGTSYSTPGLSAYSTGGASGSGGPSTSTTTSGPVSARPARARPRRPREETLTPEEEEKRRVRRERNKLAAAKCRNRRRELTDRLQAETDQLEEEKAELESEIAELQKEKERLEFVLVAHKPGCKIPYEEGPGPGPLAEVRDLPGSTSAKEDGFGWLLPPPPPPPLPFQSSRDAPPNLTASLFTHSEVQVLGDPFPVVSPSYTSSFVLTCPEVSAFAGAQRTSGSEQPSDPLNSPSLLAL
# RTF Ca sens inh – cardiac RTF calcium desensitization; 340,000 compounds, 0.12% hits; inhibition, % at 7.15 µM; IANBD-labeled cardiac RTF, Ca2+ fluorescence;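 active means inhibition above the mean inhibition of all tested compounds plus 3 SD, cut at about 17% in these data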;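 further: assay run at fixed EC70 calcium of 1.6 mM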
# NSD2 HMT inh – inhibitors of human histone methyltransferase NSD2; O96028; NSD2 peptide methylation, AlphaScreen, 120 min; inhibition, % at 12.5 µM; 310,000 compounds, 0.54% hits; AID 743445; in the data active means inhibition above about 50%
# PvdQ acylase – P. aeruginosa PvdQ acylase inhibition; purified PvdQ acylase, fluorescence plate reader; inhibition, % at 10 µM; 340,000 compounds, 0.063% hits; in the data active means inhibition above about 30%, passing the limit was not always enough;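 further: 0% = vehicle neutral wells and 100% = reference inhibitor wells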
# SUMO Mot1 rescue – inhibitors of SUMOylation pathway: yeast Mot1-301 growth rescue | 320,000 compounds, 1% hits | AID 2716 | growth rescue, % at 18.8 µM | S. cerevisiae Mot1-301 growth rescue, ATP luminescence, 38.5C; percent above DMSO median, 100 means doubled;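 active means every valid replicate shows activation above 250% relative to neutral control wells; inactive means the rest, any valid replicate at or below 250%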;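 further: OY570 slx delta 5 strain wells were the positive control but not used for scaling; some compounds called inactive have numbers as strong as hits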
# LANA DNA inh – blocks KSHV LANA C-terminal domain binding to DNA; MBP-C-LANA/FAM-LBS DNA binding, fluorescence polarization; inhibition, % at 9 µM; 340,000 compounds, 0.078% hits; AID 504423;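 active means highest replicate inhibition at or above 60% at 9 µM, even if other replicates fall short; inactive means all replicates below 60% inhibition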;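 further: 0% = neutral control wells and 100% = 4 µM acridine orange control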
# An asterisk follows results filed as active; nt = not tested or not shown.
molecule,Rtt109 Vps75,CDK5 inh,PfHsp90 yeast 2,Keap1 Nrf2 FP,RTF Ca sens act,dFosB act,RTF Ca sens inh,NSD2 HMT inh,PvdQ acylase,SUMO Mot1 rescue,LANA DNA inh
Cc1ccnc(NC(=O)c2cccc(NC(=O)c3ccc(Cl)cc3)c2)c1,5,2.2,-13,0,-4,-3,-1,-2,11,nt,-0.4
CN(C)C(/C=C/Nc1ccccc1F)=C(C#N)C#N,3,3.5,-15,0,-6,-1,-6,nt,-10,-10,-0.7
O=C(CCC1(C(=O)O)CCC(=O)NC1)NCc1ccccc1 (stereo not given),-3,2.5,-11,0,-4,6,-6,-1,-7,0,0.2
CC(=O)c1ccccc1NS(=O)(=O)c1ccc2c(c1)CC(=O)N2,-2,1.0,0,4,-8,1,0,-1,-11,-15,1.3
O=C(Nc1cccc(-c2cn3c(n2)SCC3)c1)c1ccc2ccccc2n1,3,1.3,-20,-1,1,-4,4,-4,-13,3,12
O=c1[nH]c(CN2CCN(c3ccccc3Cl)CC2)nc2ccsc12,-1,0.6,25,2,8,-4,-10,0,-13,-2,1.1
CC(C)Oc1ccc(CSc2ncn[nH]2)cc1,0,1.0,-5,-2,nt,-5,nt,5,-12,-7,0.8
COc1ccc(CCNC(=O)CN(c2cccc([N+](=O)[O-])c2)S(C)(=O)=O)cc1,1,0.0,9,3,0,-7,6,-1,-4,32,0.1
COc1ccc(/C=N/NC(=O)c2cc(-c3ccccc3OC)nc3ccccc23)cc1COC(C)=O,-1,0.5,0,-4,5,-2,-8,-4,-9,-1,3.3
Cc1ccc(S(=O)(=O)C(C)C(=O)NCCS(=O)(=O)c2ccc(Cl)cc2)cc1 (stereo not given),4,2.5,-5,3,-7,-1,7,-2,6,-7,0.6
N#CC1=C(N)C2=CCCC[C@H]2[C@H](c2ccccc2)C1(C#N)C#N,-2,0.1,3,-5,3,4,-12,-1,-7,194,9.1
COCCCNC(=O)Cn1cc(C(C)=O)c2ccccc21,10,-1.3,14,-3,1,4,1,nt,-10,-1,-0.7
CCc1ccc(CCC(=O)Nc2nccs2)o1,11,1.7,15,8,-4,-4,5,2,6,6,0.4
CCC1(CC)NC(=O)N(CC(=O)OCC(=O)Nc2cc(OC)ccc2OC)C1=O,-1,0.1,nt,-1,2,-1,2,1,1,-1,0.1
Cc1csc(CNC(=O)c2ccc(OC3CCN(CCc4ccccc4)CC3)cc2)n1,3,-0.8,-27,3,-2,-10,-6,5,-5,-12,0.6
COc1ccc(CNC(=O)Cn2ccc3cc(S(=O)(=O)N4CCCC4)ccc32)cc1OC,3,-3.8,-4,-4,3,-7,-7,8,-13,-4,-0.8
COc1ccc(CC(=O)Nc2c3c(nn2C(C)(C)C)CS(=O)(=O)C3)cc1,0,-2.0,8,-4,-3,-2,-6,-5,-7,-4,1.6
Cn1c(CC(=O)Nc2ccc(Cl)cc2)nnc1SCC(=O)N1CCOCC1,2,-0.3,21,1,2,4,-12,2,-16,-2,0.2
CCOc1ccccc1NC(=O)CSc1nnnn1-c1ccccc1,-8,0.9,nt,-6,1,-1,-5,-2,-20,19,1.4
COCCNc1nnc(Cc2ccc(OC)c(OC)c2)c(=O)[nH]1,8,3.4,1,-1,7,3,0,-5,6,-6,-2.5

# Remaining list, next part
molecule,Rtt109 Vps75,CDK5 inh,PfHsp90 yeast 2,Keap1 Nrf2 FP,RTF Ca sens act,dFosB act,RTF Ca sens inh,NSD2 HMT inh,PvdQ acylase,SUMO Mot1 rescue,LANA DNA inh
Cc1ccn2c(=O)nc(SCC(=O)c3ccc(Cl)cc3)nc2c1,-1,2.3,nt,8,2,-11,-3,-1,-6,-8,2.8
COc1cccc(C(=O)OCCCOC(=O)c2cccc(OC)c2OC)c1OC,-1,0.1,13,0,-2,-12,-1,13,-11,-2,-0.7
CCc1ccc(-n2c(SCC(=O)Nc3cc(C)[nH]n3)nc3[nH]ncc3c2=O)cc1,6,0.3,-10,-2,1,-8,5,-3,-26,nt,1.0
COC(=O)c1ccc(S(=O)(=O)c2ccc(Cl)cc2)c(N)c1,-8,0.9,-5,-2,-7,6,-12,7,-11,-18,-4.0
O=C(c1cccc(S(=O)(=O)N2CCCc3ccccc32)c1)N1CCN(c2ccccc2)CC1,0,-1.4,12,-2,0,-8,-9,0,-6,23,0.4
Cc1ccc(CCNS(=O)(=O)c2cc(Br)cnc2N)cc1,1,-0.4,10,4,0,-1,-13,3,-11,-8,-1.1
CN1CCC(N(C)C(=S)Nc2ccc(SC(F)F)cc2)CC1,6,-0.5,-8,0,9,-3,10,5,-4,-2,-0.5
O=C(Nc1ccccn1)c1ccc([N+](=O)[O-])cc1Cl,-1,-2.0,11,0,-4,5,7,2,4,18,-0.9
COc1ccccc1-n1cn[nH]c1=S,-3,0.1,-17,4,2,-2,-5,-2,-12,-10,-5.0
CC1(C)CCCC(C)(C)N1CC(O)COCCOc1ccc(Br)cc1 (stereo not given),12,-1.2,-22,0,3,-2,-5,0,6,62,-0.5
CCN(C(=O)CSc1nnc(-c2ccccc2F)n1N)c1c(N)n(Cc2ccccc2)c(=O)[nH]c1=O,5,-0.2,nt,4,2,-7,-5,0,-15,nt,1.6
CC(=O)Nc1ccc(NC(=O)CSc2ccc(-c3ccco3)nn2)cc1,-4,0.3,nt,0,3,-8,-3,-1,-13,8,-0.3
Cc1cc2c3c([nH]c2cc1S(=O)(=O)NCc1ccc(CN2CCCCCC2)o1)CCCC3=O,7,0.8,8,-5,-3,-23,-6,0,7,21,-0.1
CCC(C)NC(=O)N[C@@H](CCSC)C(=O)O (stereo not given in full),-1,0.2,3,7,1,1,-8,-1,-3,6,-0.7
O=C(NCC1CCCCC1)c1cccc(-c2ccc(O)cc2)c1,3,-1.2,-10,-6,-2,-1,-20,-1,-18,17,0.9
O=C(CN(c1ccc(F)cc1)S(=O)(=O)c1ccc2c(c1)OCCO2)NCc1ccncc1,17,3.2,-2,-2,3,-3,-1,-1,14,-4,-0.7
N#Cc1c(N2CCSCC2)nsc1-c1ccccc1Cl,-4,0.5,-38,0,8,5,-3,-2,-8,-10,-1.9
CCc1nnc(NC(=O)c2ccc(COc3ccccc3Cl)o2)s1,-7,0.8,7,1,1,3,-6,-1,4,13,0.4
COCc1cc(C)nc(N2CCN(Cc3ccccc3)CC2)c1C#N,-21,-0.9,13,3,1,-12,-5,-1,-11,-20,0.0
CN1CCN(S(=O)(=O)c2cccc(C(=O)NCCC3=CCCCC3)c2)CC1,-5,0.8,nt,1,-4,-2,-3,22,0,-6,0.6

# The results go on.
molecule,Rtt109 Vps75,CDK5 inh,PfHsp90 yeast 2,Keap1 Nrf2 FP,RTF Ca sens act,dFosB act,RTF Ca sens inh,NSD2 HMT inh,PvdQ acylase,SUMO Mot1 rescue,LANA DNA inh
O=C1CCCN1CCC1CCN(C2CC(=O)N(c3ccc(F)cc3)C2=O)CC1 (stereo not given),-7,-1.9,9,2,-2,2,-6,2,-8,252,-0.7
COCCN(C(=O)C(=O)NC1CCCC1)C(C(=O)NC1CCCC1)c1ccccc1F (stereo not given),-2,-2.1,16,-1,6,2,-16,0,-4,0,0.0
Cc1nn(CCC#N)c(N)c1C1(O)C(=O)Nc2c(Cl)cc(Cl)cc21 (stereo not given),6,-2.0,-9,-5,-2,5,7,3,-5,-12,0.6
COc1ccc2cc(C(=O)N(C)Cc3ccccc3)[nH]c2c1,0,-0.2,-10,-6,3,-6,-2,0,-13,-5,-0.2
CCOC(=O)c1cc(NC(=O)c2ccco2)ccc1N1CCOCC1,-1,0.9,nt,-4,4,-9,-2,2,-4,nt,-0.7
O=C1C2C3C=CC(C4CC34)C2C(=O)N1c1cc(Cl)ccn1 (stereo not given),2,3.0,8,4,-1,-4,-7,-4,-17,2,-4.2
Cc1nnc(SCC(=O)N(CCC#N)c2ccc3c(c2)OCCO3)s1,-2,2.2,-6,6,-4,-8,-7,-1,6,7,0.1
O=C(NN=C1CCN(Cc2ccccc2)CC1)c1ccccc1,-5,3.4,-16,-4,5,3,0,-8,5,-5,2.2
CS(=O)(=O)c1ccccc1-c1nnc(-c2ccc(Cl)cc2)o1,-2,-1.9,-27,-1,1,-5,-17,0,-16,-9,-0.1
CCN(CC)CCN(C)Cc1ccc(Br)cc1,3,-0.4,-32,-5,2,-5,-7,nt,-9,13,-2.5
Cc1ccc(S(=O)(=O)CCC(=O)OCC(=O)N2CCc3ccccc32)cc1,1,-2.0,7,2,-2,0,1,0,13,-10,-1.0
Cc1nc(N2CCOCC2)sc1C=O,3,0.2,-20,0,4,-2,-12,-3,2,-9,-2.5
O=C(Nc1ccc2c(c1)C(=O)OC2)c1ccccc1Cl,-3,-0.6,3,-3,6,-8,9,3,-12,3,0.5
COc1ccc(/C=N/OCC(=O)N(Cc2ccccc2)c2ccccc2C(=O)O)cc1,nt,-0.7,1,-6,-1,-8,-13,-2,-13,2,-0.3
Cc1ccc(/C=N/NC(=O)CSc2nnc(-c3ccc(Cl)cc3)n2-c2ccc(Cl)cc2)o1,10,-0.9,8,-3,8,-8,7,-3,1,-8,-4.1
COc1ccc(C2SCC(=O)N2c2ccc(C)cc2)cc1 (stereo not given),-11,-1.0,-3,2,0,-5,8,2,-8,-12,1.2
O=C(CCN1C(=O)NC2(CCCC2)C1=O)Nc1ccc(-c2nc3ccccc3s2)cc1,3,-1.9,0,-10,2,-22,-13,3,-13,nt,-2.4
Cc1ccc(OCCNC(=O)c2ccccc2F)cc1,4,-1.5,-21,1,-3,4,-2,-4,-2,714,0.1
O=C(Nc1ccon1)c1csc2c1CCCC2,10,-0.3,nt,4,-3,-5,-11,nt,-7,-11,-0.5
CC(C)(CC(=O)O)CC(=O)N1CCN(c2cc(C(F)(F)F)nc3ccccc23)CC1,-6,0.4,-1,-2,-2,-3,-6,-3,-14,-17,-1.4

# The list continues:
molecule,Rtt109 Vps75,CDK5 inh,PfHsp90 yeast 2,Keap1 Nrf2 FP,RTF Ca sens act,dFosB act,RTF Ca sens inh,NSD2 HMT inh,PvdQ acylase,SUMO Mot1 rescue,LANA DNA inh
CC1CN(C2CCCCC2)c2nc3c(c(=O)[nH]c(=O)n3C)n2C1 (stereo not given),1,0.8,9,0,4,2,-3,0,8,-8,1.2
O=C(Nc1ccncc1)c1ccc2c(c1)OCCO2,-13,1.1,-6,-1,-4,-15,-15,-1,2,-6,1.0
CN(C)S(=O)(=O)c1ccc2c(c1)c(=O)c(C(=O)NCCCN1CCCCCC1)cn2C,-6,-2.5,-1,-4,7,-9,1,nt,-10,-4,-0.4
OCCC1CN(Cc2ccc(-c3ccco3)cc2)CCN1Cc1ccsc1 (stereo not given),19,-0.1,nt,-5,5,-8,-3,nt,4,-31,-0.7
Cc1ccc(C)c(NC(=O)CSc2nnc(-c3n[nH]c4ccccc34)o2)c1,1,-1.8,-23,-1,-1,34*,-24,-1,2,-1,0.6
CSc1nc(N)nc(SCC(=O)Nc2cccc(F)c2)c1C#N,12,-1.6,10,3,4,-6,-1,-2,7,-18,0.6
COc1cccc(NC(=O)CCCn2c(=O)[nH]c3ccccc3c2=O)c1,0,-4.1,-13,-2,1,-10,-16,-2,-7,10,1.4
